# ABCB1 block – ABCB1 efflux pump inhibitors, primary screen, cell-based, multiplex, flow cytometry, ABCG2 counter-screen; hit rate 0.067% among 190,000; inhibition, % at 6.6 µM; ATP-dependent translocase ABCB1 (Homo sapiens), P08183; CCRF-Adr cells, JC-1 efflux; in the data active = inhibition above about 40%;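 note: 0% = vehicle and 100% = reference inhibitor; higher value means more JC-1 retained so stronger ABCB1 efflux block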
# Target sequence (P08183 whole entry, looked up): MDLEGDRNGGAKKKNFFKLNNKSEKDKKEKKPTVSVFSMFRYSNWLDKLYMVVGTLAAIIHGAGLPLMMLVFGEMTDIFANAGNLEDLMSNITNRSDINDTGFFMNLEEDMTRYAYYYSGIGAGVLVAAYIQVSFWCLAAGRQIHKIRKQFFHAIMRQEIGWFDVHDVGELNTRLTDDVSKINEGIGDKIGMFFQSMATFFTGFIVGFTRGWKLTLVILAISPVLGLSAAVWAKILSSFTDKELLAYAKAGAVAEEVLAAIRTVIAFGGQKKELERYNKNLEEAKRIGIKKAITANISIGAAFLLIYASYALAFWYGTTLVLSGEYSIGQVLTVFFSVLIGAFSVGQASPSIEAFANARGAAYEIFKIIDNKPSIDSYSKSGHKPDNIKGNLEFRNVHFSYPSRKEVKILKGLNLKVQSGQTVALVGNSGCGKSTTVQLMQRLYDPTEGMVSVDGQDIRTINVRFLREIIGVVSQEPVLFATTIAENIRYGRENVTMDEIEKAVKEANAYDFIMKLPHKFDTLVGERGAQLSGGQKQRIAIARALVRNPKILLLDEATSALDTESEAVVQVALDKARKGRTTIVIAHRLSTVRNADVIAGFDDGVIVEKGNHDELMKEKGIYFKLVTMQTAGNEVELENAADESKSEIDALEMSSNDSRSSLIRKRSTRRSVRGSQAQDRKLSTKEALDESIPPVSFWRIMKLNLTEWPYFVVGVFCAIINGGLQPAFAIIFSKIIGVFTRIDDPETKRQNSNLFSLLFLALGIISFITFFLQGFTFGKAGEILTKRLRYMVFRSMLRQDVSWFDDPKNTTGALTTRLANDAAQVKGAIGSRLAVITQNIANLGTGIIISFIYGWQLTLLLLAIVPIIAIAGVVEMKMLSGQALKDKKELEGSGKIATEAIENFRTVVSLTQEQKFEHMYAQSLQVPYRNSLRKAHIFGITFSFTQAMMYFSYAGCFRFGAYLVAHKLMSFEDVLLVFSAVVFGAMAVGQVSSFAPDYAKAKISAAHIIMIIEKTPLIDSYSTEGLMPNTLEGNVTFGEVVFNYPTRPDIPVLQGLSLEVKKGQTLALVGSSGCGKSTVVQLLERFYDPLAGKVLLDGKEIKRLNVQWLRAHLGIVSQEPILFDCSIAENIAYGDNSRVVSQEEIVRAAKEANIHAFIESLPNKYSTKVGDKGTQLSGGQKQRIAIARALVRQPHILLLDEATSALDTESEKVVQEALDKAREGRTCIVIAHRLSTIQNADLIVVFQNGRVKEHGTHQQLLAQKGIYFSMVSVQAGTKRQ
# RGS8-Gao – RGS8-Galphao binding modulators, primary screen, biochemical, multiplexed bead flow cytometry; Guanine nucleotide-binding protein G(o) subunit alpha (Homo sapiens), P09471; actives lie on both sides; response (percent of control binding), % at 10 µM; hit rate 0.34% among 220,000; in the data active = response below about 60% or above about 140%; inactive = in between;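 note: Galphao activated as the GDP aluminium fluoride complex binding bead-coupled RGS8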
# Pf gamet viab – late stage P. falciparum gametocyte viability inhibitors, primary screen, ATP luminescence, HTS | inhibition, % at 10.9 µM | AID 743093, 2013 | hit rate 0.065% among 150,000 | P. falciparum stage V gametocytes, 24 h;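 active = inhibition above the mean plus 3 SD of compounds within the control limits, set per campaign, cut at about 38% in these data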;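 note: 0% = DMSO wells and 100% = medium only without gametocytes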
# Mcl1 Bid PPI – Mcl-1/Bid binding inhibitors, primary screen, biochemical, TR-FRET, 1536-well | Induced myeloid leukemia cell differentiation protein Mcl-1 (Homo sapiens), Q07820 | TR-FRET Mcl-1/Bid-Dy647 peptide binding | inhibition, % at 21.7 µM | hit rate 0.97% among 220,000;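 active = compounds that cut the binding signal by more than half at the single screening dose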;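 note: His-tagged Mcl-1 with europium anti-His antibody binding Bid BH3 peptide; 0% = Mcl-1 plus peptide wells and 100% = peptide-only wells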
# Avidin bead fluor – green autofluorescence of compounds with avidin beads – biophysical, 488/530 nm, flow cytometry, artefact control, profiling panel | compound fluorescence 488/530 nm; active compounds read high | fluorescence (KMESF) at 10 µM | hit rate 0.38% among 220,000; in the data active = fluorescence above about 47; note: inactives centre near 10
# RGS4-Gao reg – modulators of RGS4 binding to Galphao, primary screen, biochemical, multiplexed bead flow cytometry; Guanine nucleotide-binding protein G(o) subunit alpha (Homo sapiens), P09471; actives lie on both sides; binding response (% of control), % at 10 µM; hit rate 0.33% among 220,000; AID 1415, 2008; in the data active = binding response below about 49% or above about 150%; inactive = in between;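 note: fluorescent Galphao activated with aluminum fluoride binding bead-coupled RGS4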
# Mcl1-Noxa inh – Mcl-1/Noxa binding inhibitors, primary screen, biochemical, TR-FRET, 1536-well | AID 1022, 2008 | inhibition, % at 21.7 µM | Induced myeloid leukemia cell differentiation protein Mcl-1 (Homo sapiens), Q07820 | hit rate 1.5% among 220,000 | TR-FRET Mcl-1/Noxa peptide binding, 2 h;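 active = compounds that cut the protein-peptide binding signal by more than 50% relative to plate controls in a single-dose test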;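 note: His-tagged Mcl-1 with rhodamine Noxa BH3 peptide and terbium anti-His antibody; 0% = Mcl-1 plus Noxa peptide wells and 100% = peptide-only wells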
# GSH bead fluor – compound fluorescence on glutathione beads, profiling panel, artefact control, biophysical, 488/530 nm, flow cytometry | GSH beads flow cytometry, compound fluorescence 488/530 nm; active compounds read high | fluorescence (KMESF) at 10 µM | hit rate 0.25% among 190,000; in the data active = fluorescence above about 89;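 note: glutathione beads carrying GST-tagged Bcl family fusion proteins plus one bare bead set; values are compound well signal with DMSO vehicle wells as background; inactives centre near 16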
# RGS7-Gao – RGS7-Galphao binding modulators, primary screen, biochemical, multiplexed bead flow cytometry; actives lie on both sides; AID 1439, 2008; Guanine nucleotide-binding protein G(o) subunit alpha (Homo sapiens), P09471; hit rate 0.35% among 220,000; binding response (% of control), % at 10 µM; in the data active = binding response below about 49% or above about 150%; inconclusive = no clear call, values can overlap the other calls; inactive = in between;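 note: fluorescent Galphao held in activated GDP-AlF4 state binding bead-coupled RGS7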
# Mcl-1 Bim block – inhibitors of Bim peptide binding to Mcl-1, primary screen, biochemical, bead-based flow cytometry, multiplex. Induced myeloid leukemia cell differentiation protein Mcl-1 (Homo sapiens), Q07820. inhibition, % at 10 µM. Bim peptide-Mcl-1 binding. AID 1009, 2008. hit rate 0.1% among 190,000; in the data active = inhibition above about 40%;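 note: 0% = no compound tracer wells and 100% = peptide blocker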
# ABCG2 block – ABCG2 efflux pump inhibitors, primary screen, multiplex with ABCB1, IgMXP3 cells, flow cytometry | inhibition, % at 6.6 µM | hit rate 0.1% among 190,000 | JC-1 efflux | Broad substrate specificity ATP-binding cassette transporter ABCG2 (Homo sapiens), Q9UNQ0;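 active = inhibition above 80%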;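 note: 0% = DMSO and 100% = nicardipine control wells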
#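 Times: 10 min at 25 °C | Test system: Two drug-resistant human cell lines, ABCG2 and ABCB1 | Quantity: 3 million cells/mL final, two lines in 1:1 ratio | Signal: Flow cytometry, 530 nm JC-1 signal | Dosing: Compound at 6.6 µM | Controls: Nicardipine and DMSO wells | Reagent: JC-1 as fluorescent efflux pump substrate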
# Numbers without * were called inactive; ? = inconclusive; . = not tested or not shown.
SMILES,ABCB1 block,RGS8-Gao,Pf gamet viab,Mcl1 Bid PPI,Avidin bead fluor,RGS4-Gao reg,Mcl1-Noxa inh,GSH bead fluor,RGS7-Gao,Mcl-1 Bim block,ABCG2 block
CCCCCCc1cc2cc(-c3nnc(-c4cc(OC)c(OC)c(OC)c4)o3)c(=O)oc2cc1O,15,98,.,-4,7,100,-4,113*,99,-2,40
COc1cccc(/C=N/Nc2ncnc(Cl)c2N)c1O,0.2,119,-17,-51,18,105,18,9,106,2,18
Cc1ccccc1NC(=O)Cc1cccc(C(F)(F)F)c1,-0.2,98,2,-28,12,96,2,10,93,0,3
Cc1[nH]c(=O)cc2ccccc12,0.2,98,.,-7,12,102,4,11,102,0,1
Cc1cc(NC(=O)CSCCO)no1,0.2,96,3,-5,36,94,11,18,93,0,0
CS(=O)(=O)N1CCN(c2ccc(NC(=O)C(c3ccccc3)c3ccccc3)cc2)CC1,0.9,93,.,-35,4,96,3,21,99,-2,14
CC(=O)Nc1ccc(/C=N/NC(=O)c2cccc(S(=O)(=O)N3CCOCC3)c2)cc1,0.1,99,10,-11,3,95,-10,18,95,-24,2
O=C(Nc1ccc(OC(F)(F)F)cc1)C1CC(c2ccc(F)cc2)=NO1 (stereo unspecified),2.1,100,.,7,14,100,30,12,98,-1,4
CCOC(=O)C1CCCN(Cc2cc(Br)c(OC)cc2OC)C1 (stereo unspecified),0.5,113,.,26,7,102,13,31,99,-5,2
O=C(/C=C/c1ccc(-c2ccccc2[N+](=O)[O-])o1)c1ccccc1,1.2,93,.,-8,21,99,38,13,92,1,17
CCCCCCN=CC1=C(O)CC(C)(C)CC1=O,-0.2,99,.,-6,10,98,13,76,96,0,-1
O=C(C[n+]1cccc(O)c1)Nc1ccc(Br)cc1,0.1,103,-3,-21,11,101,12,15,?,-1,3
Cc1nnsc1-c1nc2ccccc2[nH]1,0.2,102,.,5,32,98,5,15,98,-4,2
CC(C)(C)NC(=O)C1CCN(S(=O)(=O)c2cccc(C(F)(F)F)c2)CC1,0.3,100,-11,1,12,100,8,13,?,1,2
Cc1cc(NC(=O)CCCn2nc([N+](=O)[O-])cc2C)no1,0.6,100,-1,-12,8,100,-3,25,98,0,4
Clc1cccc(Sc2ccc(-c3ccccn3)s2)c1,.,99,6,-5,8,103,-5,.,?,.,.
O=C(O)c1cccc(NS(=O)(=O)c2ccc3c(c2)C(=O)c2ccccc2C3=O)c1,.,105,-5,1,9,102,-5,.,?,.,.
COc1ccccc1-c1cc(C(=O)N2CCCCC2)no1,1.2,97,.,-13,6,92,11,22,95,-1,3
CCSc1nnc(CCNC(=O)OC(C)(C)C)o1,0.0,104,-1,-1,10,107,16,16,109,0,0
Cc1csc2c(=O)sc(NC(=O)c3ccc(F)cc3Cl)nc12,.,106,-11,-46,8,103,-4,.,?,.,.
O=CN(CCN(C=O)CN1CCCCC1)CN1CCCCC1,1.3,102,.,0,4,101,-21,26,94,1,6
Cc1ccc(-n2ncc3c(=O)[nH]c(SCC(=O)N4CCOCC4)nc32)cc1,0.3,101,.,-25,4,101,2,44,103,1,2
CC(=O)Nc1ccc(-c2nnn(CC(=O)c3ccccc3)n2)cc1Cl,0.4,101,.,-16,16,103,-9,44,101,-2,3
COC(=O)C1=C(N)OC2=C(C(=O)CC(C)(C)C2)C1c1ccccc1OCC#N (stereo unspecified),0.9,101,-7,-30,10,102,15,18,96,-1,3
CCOc1ccccc1NC(=O)N1C2CCCC1CC(NC(=O)C1CC1)C2 (stereo unspecified),0.6,101,.,-3,8,101,-4,96*,101,3,3
c1ccc(COc2ccc(CN3CCN(c4ccccn4)CC3)cc2)cc1,1.2,109,.,22,8,106,13,29,105,0,2
CC(C)(C)OC(=O)NCCCC[C@H](NC(=O)c1[nH]cnc1C(=O)Nc1ccc(Cl)cc1)C(=O)OC(C)(C)C,.,99,.,-27,13,100,-59,.,?,.,.
CCNC(=O)CN(C1CCCCC1)S(C)(=O)=O,0.0,103,8,-8,16,104,6,12,101,-2,1
Cc1ccc(CNC(=O)Nc2ccccc2)cc1,0.1,100,.,-35,6,101,6,12,104,-1,18
Cc1cc(C(C)(C)C)cc(C)c1C(=O)O,.,104,8,-9,6,111,33,.,?,.,.
Cc1nccn1-c1ccc(C(F)(F)F)cc1[N+](=O)[O-],-0.2,105,-13,-19,24,105,-25,12,103,-1,-1
Cc1ccc(-c2nn(C)c(=O)c3ccccc23)cc1CNS(C)(=O)=O,0.5,109,.,-7,21,102,13,30,101,-3,7
O=C(Cc1n[nH]c(=O)c2ccccc12)OCC(=O)N(Cc1ccccc1)Cc1ccccc1,.,97,-6,-11,8,94,20,.,?,.,.
CSc1ncccc1C(=O)OCc1ccc(Br)cc1,0.3,100,-45,-5,12,100,-5,10,?,0,9
COC(=O)C1CN(S(=O)(=O)c2ccc(C)cc2)CCN1S(=O)(=O)c1ccc(C)cc1 (stereo unspecified),0.9,103,.,-7,16,100,2,29,103,0,3
CCN(CC)CCn1c(SCC(=O)Nc2ccc(F)cc2)nc2c(sc3ccccc32)c1=O,1.2,101,.,-9,11,98,-4,13,100,0,3
CC[N+](C)(CC)CC(=O)OCC1C(C)C=C(C)CC1C (stereo unspecified),.,98,-16,-70,5,94,22,.,?,.,.
O=C(O)CSc1nnc(Cn2cnc3ccccc32)n1CCc1ccccc1,0.2,103,.,36,9,98,3,58,98,0,0
CCc1ccc(S(=O)(=O)c2nnn3c2nc(NCCNC(C)=O)c2ccccc23)cc1,-0.1,107,-9,7,11,106,2,14,101,2,0
COc1ccc(NC(=O)N(CCO)Cc2cc3c(C)cc(C)cc3[nH]c2=O)cc1,0.5,97,.,-35,3,94,-13,21,89,3,3
CC(C)n1cnc2c(=S)nc[nH]c21,.,102,.,-54,3,99,13,.,?,.,.
CCn1c(CN2C(=O)CSc3ccccc32)n[nH]c1=S,.,98,-10,-23,6,101,-16,.,?,.,.
CCOc1cc(C2/C(=C(/O)c3ccc(OC(C)C)cc3)C(=O)C(=O)N2CCCOC)ccc1O (stereo unspecified),0.8,100,.,-72,7,101,9,52,98,0,3
CC(=O)O/N=C(/c1nonc1N)N1CCN(c2ccc([N+](=O)[O-])cc2Cl)CC1,0.6,99,-31,-1,4,101,15,13,103,-3,5
CN(C)S(=O)(=O)N(CC(=O)N1CCC(Cc2ccccc2)CC1)c1ccccc1,1.2,100,-8,-22,9,100,13,16,?,-1,34
O=C(O)CCn1c(C2CCCCC2)nc2ccccc21,0.5,101,7,-8,23,100,-1,29,98,4,2
O=C(/C(=N\O)n1cncn1)c1ccc(Br)cc1Br,-0.2,94,.,-5,5,96,2,26,96,0,0
O=C(Oc1ccc2cc(Br)ccc2c1)N1CCCCCC1,0.4,100,.,-10,14,100,18,9,100,-3,10
C=CCOc1c(Br)cc(/C=C2/NC(=S)N(C(C)=O)C2=O)cc1OC,-0.4,96,8,-5,8,89,27,20,84,0,3
CCOC(=O)c1c(NC(=O)CC2Nc3cc(C)c(C)cc3NC2=O)sc(C)c1C (stereo unspecified),0.2,79,-25,18,2,84,5,35,88,-5,0
C=CCc1cccc2ccc(=O)oc12,0.0,99,6,-7,13,100,2,13,102,-5,2
O=C1c2ccccc2C(O)(c2ncc[nH]2)N1C1CCCCC1 (stereo unspecified),-3.1,100,.,0,5,101,-8,30,103,-1,-4
O=C(O)CN1C(=O)C2(OCCCO2)c2ccccc21,0.6,99,-25,10,10,102,32,32,103,-5,2
Cc1c(N=Nc2ccc(O)cc2)c(=O)n(-c2ccccc2)n1C,0.2,100,10,-32,8,98,10,9,96,0,4
O=C1/C(=C/c2cccc3ccccc23)CCCc2ccccc21,0.3,104,.,6,8,104,13,15,102,0,1
CC(=O)n1cc([C@@H]2C=C(C(=O)N3CCOCC3)O[C@H](OCCCCO)C2)c2ccccc21,-0.5,95,-34,-8,6,97,-24,18,90,1,0
O=C(CSc1nnc(-c2ccncc2)n1-c1ccc(F)cc1)NC(=O)NCc1ccco1,-0.3,99,-1,0,32,98,63*,17,97,-4,-4
COC(=O)/C(C#N)=C1/SC=C(C)N1c1ccccc1,0.9,102,-5,-9,11,104,3,23,99,-1,7
CC(C)S(=O)(=O)c1csc(C(=O)Nc2ccc(F)cc2)c1N,.,105,-13,-27,7,110,-1,.,?,.,.
CN(C)/N=C/c1ccc([N+](=O)[O-])cc1[N+](=O)[O-],-0.1,97,-14,-24,10,93,18,10,93,0,1

# The last two records of the section before lead into the next:
SMILES,ABCB1 block,RGS8-Gao,Pf gamet viab,Mcl1 Bid PPI,Avidin bead fluor,RGS4-Gao reg,Mcl1-Noxa inh,GSH bead fluor,RGS7-Gao,Mcl-1 Bim block,ABCG2 block
CC(C)S(=O)(=O)c1csc(C(=O)Nc2ccc(F)cc2)c1N,.,105,-13,-27,7,110,-1,.,?,.,.
CN(C)/N=C/c1ccc([N+](=O)[O-])cc1[N+](=O)[O-],-0.1,97,-14,-24,10,93,18,10,93,0,1
COc1ccc(NC(=O)CN(C)S(=O)(=O)c2ccccc2)c([N+](=O)[O-])c1,1.2,99,.,0,33,98,6,15,98,2,5
O=C(CN1C(=O)C2C3C=CC(C3)C2C1=O)Nc1nc(-c2ccccn2)cs1 (stereo unspecified),0.1,93,.,-48,3,87,-40,40,87,1,0
CC(C)(C)c1cc(C(=O)N/N=C/c2ccccc2O)n(-c2ccccc2)n1,1.1,97,.,-21,14,91,-20,11,91,0,12
O=C(CN1CCCCCC1)NCc1ccccc1,2.5,100,11,-16,10,97,1,16,?,-4,6
O=C(COC(=O)CC(c1ccccc1)c1ccccc1)Nc1cccc(F)c1,0.2,97,-13,8,11,94,5,12,89,-7,15
COc1ccc2c(/C=N/NS(=O)(=O)c3ccc(C)cc3)c[nH]c2c1,.,102,-15,-42,3,105,-7,.,?,.,.
O=C(NNc1ncccc1Cl)c1c(Cl)cccc1Cl,0.5,102,4,-36,11,102,-13,15,100,-1,2
Nc1ccc(CCc2nc3ccccc3o2)cc1,-0.3,100,.,-32,20,100,-4,32,105,-3,-14
